Bioassay records as filed in PubChem.
APJ agonist – agonists of human apelin receptor APJ, primary screen, CHO-K1 cells, PathHunter beta-arrestin, luminescence; activation, % at 20 µM; 0% DMSO wells, 100% apelin; 330,000 compounds, 0.11% hits; P35414;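 active means activation more than six SD over the plate average, tested at 20 µM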;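 further: 0% = DMSO alone and 100% = apelin-13 at 10 nM; some results filed as inactive read as strong as hits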
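Assay system: engineered CHO-K1 APJ arrestin reporter cells; Amount: 1000 CHO-K1 reporter cells seeded per well; Dosing: one dose, 20 µM compound, 1% DMSO; Times: compound stimulation 90 min at 25 °C, detection 60 min; Measured by: luminescent beta-gal fragment complementation, chemiluminescent substrate; Read-out: APJ–arrestin association signal; Controls: DMSO vs Apelin-13 10 nM.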
697 NFkB inh – inhibitors of PMA/ionomycin-induced NF-kB reporter, 697 cells, primary screen, B-cell NF-kB inhibitor project, cell-based, luminescence, uHTS; inhibition, % at 4 µM; 330,000 compounds, 0.33% hits; 697 B-cell NF-kB luciferase reporter, 16 h; AID 435022, 2010; in the data active means inhibition above about 35%
Mdm2 MdmX PPI – inhibitors of human Mdm2-MdmX association, primary screen, cell-based, luminescence, split luciferase, SaOS-2, uHTS | SaOS-2 split-luciferase Mdm2/MdmX complementation | inhibition, % at 8 µM | 330,000 compounds, 3% hits | AID 485346, 2010;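 active means inhibition of at least 50% at 8 µM in the primary screen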
Target sequence (O15151 whole entry, looked up): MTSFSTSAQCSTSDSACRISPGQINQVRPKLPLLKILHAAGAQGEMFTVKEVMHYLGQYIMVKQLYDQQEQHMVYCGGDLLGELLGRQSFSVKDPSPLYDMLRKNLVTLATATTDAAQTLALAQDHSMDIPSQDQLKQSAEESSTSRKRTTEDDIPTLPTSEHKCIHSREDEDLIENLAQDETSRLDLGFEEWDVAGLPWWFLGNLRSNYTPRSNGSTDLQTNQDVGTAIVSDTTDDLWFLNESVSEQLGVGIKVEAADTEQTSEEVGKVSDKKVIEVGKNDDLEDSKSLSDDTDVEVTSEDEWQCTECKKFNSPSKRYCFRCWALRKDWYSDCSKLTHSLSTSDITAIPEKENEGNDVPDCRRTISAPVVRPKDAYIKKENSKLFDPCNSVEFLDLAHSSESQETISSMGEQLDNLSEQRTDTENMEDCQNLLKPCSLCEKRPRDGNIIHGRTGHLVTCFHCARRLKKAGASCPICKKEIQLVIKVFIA
Target sequence (Q00987 whole entry, looked up): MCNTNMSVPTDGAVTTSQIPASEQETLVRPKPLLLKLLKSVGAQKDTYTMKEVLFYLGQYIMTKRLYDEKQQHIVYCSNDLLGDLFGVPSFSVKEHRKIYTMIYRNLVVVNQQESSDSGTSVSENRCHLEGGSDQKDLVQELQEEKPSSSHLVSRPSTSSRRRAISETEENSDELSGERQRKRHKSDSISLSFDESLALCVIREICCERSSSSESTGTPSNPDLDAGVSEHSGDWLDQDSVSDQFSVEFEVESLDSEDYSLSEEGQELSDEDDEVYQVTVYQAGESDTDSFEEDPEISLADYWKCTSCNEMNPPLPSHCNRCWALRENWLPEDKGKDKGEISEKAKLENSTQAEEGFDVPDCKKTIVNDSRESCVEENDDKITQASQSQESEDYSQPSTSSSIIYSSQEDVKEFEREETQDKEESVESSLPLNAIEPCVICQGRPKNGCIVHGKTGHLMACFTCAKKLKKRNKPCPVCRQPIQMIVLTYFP
tim23-1 inh – growth inhibitors of tim23-1 mutant yeast, primary screen, luminescence, uHTS | S. cerevisiae tim23-1 growth, BacTiter-Glo luminescence, 24 h | inhibition, % at 20 µM | 330,000 compounds, 1.3% hits | AID 463212, 2010;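 active means growth inhibition of the mutant yeast at or above 50%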;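 further: temperature-sensitive mutant grown at 25 °C; plate controls were DMSO-treated mutant yeast for no effect and medium wells lacking yeast for full effect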
UPR XBP1 act – activators of adaptive XBP1 UPR arm, primary screen, cell-based, CHO-XBP1 luciferase reporter, luminescence, uHTS. 330,000 compounds, 0.33% hits. activation, % at 20 µM. IRE1-XBP1 UPR activation; percent of tunicamycin response, DMSO as zero;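 active means versus positive control, 20 µM dose yields 30% or more activation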;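 further: 100% = tunicamycin at 10 µg/mL and 0% = DMSO only wells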
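Assay system: IRE1-XBP1 luciferase reporter CHO line. Input: 1000 cells/well. Buffer or medium: F12 with 10% serum. Doses: 20 µM, 1% DMSO. Times: overnight seeding at 37 °C, 6 h compound treatment at 37 °C. Technique: Steady-Glo luciferase glow luminescence, 10 min after reagent addition.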
Jurkat NFkB inh – inhibitors of induced NF-kB luciferase reporter, primary screen, TCR NF-kB activation inhibitor project, cell-based, luminescence, uHTS | Jurkat, PMA/ionomycin-induced NF-kB luciferase reporter | inhibition, % at 4 µM | 330,000 compounds, 0.53% hits | AID 435003, 2010; in the data active means inhibition above about 50%
APJ antag – antagonists of human apelin receptor APJ, primary screen, CHO-K1 cells, beta-arrestin complementation, luminescence; 330,000 compounds, 0.32% hits; inhibition, % at 20 µM; P35414;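 active means inhibition above about 40% at 20 µM, limit read from the data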;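 further: cells challenged with 10 nM apelin-13 agonist together with compound; plate controls were apelin-13 plus DMSO wells for no effect and DMSO wells lacking apelin-13 for full effect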
CHOP UPR activ – activators of apoptotic CHOP UPR arm, primary screen, cell-based, CHO-CHOP luciferase reporter, luminescence, uHTS | UPR activation; percent of tunicamycin response over DMSO baseline | activation, % at 10 µM | 330,000 compounds, 0.34% hits | AID 449763, 2010;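 active means at 10 µM dose, activation of 40% or more, normalized to positive control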;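 further: 100% = tunicamycin at 10 µg/mL and 0% = DMSO alone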
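assay system = CHO CHOP reporter cells | amount = 500 CHO-CHOP cells per well | buffer or medium = F12 with 10% FBS | incubation = 16-18 h cell attachment, then 6 h compound exposure, 37 °C | detection = luminescence read with Steady-Glo | read-out = percent activation relative to tunicamycin control | controls = tunicamycin high control, DMSO low control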
Numbers without * were called inactive; nt = no result given.

SMILES	APJ agonist	697 NFkB inh	Mdm2 MdmX PPI	tim23-1 inh	UPR XBP1 act	Jurkat NFkB inh	APJ antag	CHOP UPR activ
Cc1ccc(C)c(NC(=S)NCc2cccn2C)c1	-5	15	2	6	2	6	-10	-0.6
CC(=O)NC(CCS(C)(=O)=O)C(=O)Nc1cccc(C(C)=O)c1 (centres undefined)	2	-12	9	-9	-2	-9	6	-0.9
CCN1C(=O)NC(c2ccccc2)C1=O (centres undefined)	-2	24	-11	-12	-5	-6	3	-1.3
O=C(CSCc1ccc(Cl)cc1)NCCSCc1ccco1	-4	1	-36	21	1	0	11	0.6
COCCN1C(=O)c2oc3ccccc3c(=O)c2C1c1cccc(O)c1 (centres undefined)	-3	10	-6	29	2	-2	11	-1.3
Cc1c(C(C)(C)C)c(C=S)n2ccccc12	-3	9	-44	10	-3	3	15	1.6
O=C(NCc1ccncc1)c1nc(-c2ccc(C(F)(F)F)cc2)no1	0	9	14	-3	1	12	6	-1.5
CS(=O)(=O)N(CCc1ccccc1)CC(=O)NCC1CCCO1 (centres undefined)	-3	15	12	4	-3	2	10	-0.3
O=C(O)CSc1ncnc2sc(-c3ccccc3)cc12	-4	-18	22	5	-3	5	-2	0.5
O=C(c1ccncc1)N1CCN(CCc2ccccc2)CC1	-4	3	-1	4	-3	1	-1	0.9
CN1CCN(CCCNc2c(C=O)c(=O)[nH]c3ccccc23)CC1	2	-3	10	-3	-5	-8	9	1.4
CCOC(=O)c1c(NC(=O)COC(=O)CCNS(=O)(=O)c2ccccc2)sc(C(=O)N(C)C)c1C	16	-38	-6	12	2	7	12	0.5
O=C1OCCN1C(=O)[C@H]1[C@H](c2ccc(F)cc2)C(c2cccc(Cl)c2)=NN1c1ccccc1	nt	-24	19	46	1	nt	nt	1.4
CCOC(=O)C1CCN(C(=O)CCC(=O)NNc2nc3ccccc3c3nc(C)nn23)CC1	-3	5	29	9	-1	6	13	1.6
COc1ccc(NC(=O)CSc2nnnn2C2CCCCC2)c(OC)c1	-1	12	2	7	-3	-2	2	1.0
COc1ccc(OCCCC(=O)OC(C)C(=O)Nc2ccc(NC(C)=O)cc2)cc1 (centres undefined)	1	-3	5	-9	-1	3	18	0.2
CCC(c1nnnn1CCOC)N1CCN(C(=O)c2ccco2)CC1 (centres undefined)	-2	3	7	3	-2	-5	0	0.3
COC(=O)[C@]1(Cc2ccccc2)N[C@H](CN(C)S(=O)(=O)c2ccc(C)cc2)[C@@H]2C(=O)N(Cc3ccccc3)C(=O)[C@@H]21	-3	10	12	23	-1	2	-1	2.0
Cc1cc(C(=O)CSc2n[nH]c(N)n2)c(C)n1C1CC1	-2	-4	-5	5	-7	-18	13	-1.2
O=C(NCc1ccco1)C1CCN(c2ccc(S(=O)(=O)N3CCOCC3)cc2[N+](=O)[O-])CC1	-2	-6	8	6	1	-8	4	0.0
CCCCN(C)CCNC(=O)c1cc(-c2cccnc2)nc2ccc(S(=O)(=O)N3CCC(C)CC3)cc12	24	0	96*	-5	5	9	-7	2.0
Cn1c(=O)c2c(nc(SCC(=O)NC34CC5CC(CC(C5)C3)C4)n2C)n(C)c1=O	2	-15	1	32	0	2	-29	-1.4
c1ccc(C2=Nc3c(ccc4ccccc34)C(c3ccncc3)=NN2)cc1	-6	7	43	34	0	22	-4	-0.5
CCN(CC)S(=O)(=O)c1cc(C)ccc1NC(=S)Nc1cccnc1	-3	-10	32	9	-1	9	19	1.7
Cc1ccc(NC(=S)NNC(=S)NCc2ccccc2)cc1	-1	-36	-18	31	0	-19	15	-0.3

Continued.
SMILES	APJ agonist	697 NFkB inh	Mdm2 MdmX PPI	tim23-1 inh	UPR XBP1 act	Jurkat NFkB inh	APJ antag	CHOP UPR activ
C=C1C(C(=O)N2CCOCC2)C1C(=O)N1CCOCC1 (centres undefined)	-3	14	22	7	-3	3	11	0.9
O=C1C=C(c2cccc(O)c2)CCC1	5	6	21	11	3	1	11	-0.1
Clc1ccc(CSc2nnc(-c3ccncc3)o2)c(Cl)c1	-5	-5	39	17	3	11	12	0.7
COC(=O)c1cc(/C=C/c2ccccc2)[nH]n1	1	-22	10	9	-2	-42	1	3.4
O=C1N=C(N2CCN(c3ccccc3)CC2)S/C1=C/c1ccco1	-5	0	-5	8	0	9	-10	2.9
CCCNC(=O)Nc1cccc(C(=O)OC)c1	-1	-3	16	20	1	2	-1	0.4
CCN1C(=O)CC(c2ccc(OC(C)C)cc2)C1=O (centres undefined)	-1	-8	-16	22	-2	-24	7	0.6
O=C(O)CCSc1nnc(COc2ccc(Cl)cc2)n1-c1ccccc1	-6	13	13	4	-5	17	-12	-0.6
COc1ccc(-c2cc(C(=O)NN)n(-c3ccccc3)n2)cc1	0	6	4	41	-2	-37	-8	0.6
O=C(Nc1cccnc1)c1cccnc1Cl	-8	-2	24	2	0	-9	-14	-1.2
CCOCCOC(NC(=O)c1ccccc1)(C(F)(F)F)C(F)(F)F	-3	9	3	10	3	-7	-6	-2.5
Cc1ccc(S(=O)(=O)CCC(=O)Nc2ccccc2Br)cc1	-4	11	14	23	-4	-3	-13	-0.2
N#C/C(=C\c1cn(CCOc2ccccc2F)c2ccccc12)C(=O)NCc1cccs1	-4	5	54*	-22	7	-2	5	0.5
COc1cccc(CNc2nccs2)c1O	-1	-1	-26	1	-2	-10	5	2.8
COc1ccccc1-c1nnc(SC(C)C(=O)Nc2ccc(C(N)=O)cc2)o1 (centres undefined)	-2	17	14	-6	-2	11	16	1.5
O=C(CN1C(=O)NC(Cc2c[nH]c3ccccc23)C1=O)NC1CCCCC1 (centres undefined)	-2	23	13	-8	-4	-2	6	-1.1
COc1ccc(N2C(=O)NC(NC(=O)C(C)(C)C)(C(F)(F)F)C2=O)cc1 (centres undefined)	-2	5	-18	1	-1	8	17	0.3
CC/C(=N/Nc1ccccc1)c1cnnc(SC)n1	0	-5	19	7	-1	-21	11	-2.8
O=C(COc1ccc(/C=N/NC(=O)c2ccccc2)cc1)Nc1ccc([N+](=O)[O-])cc1	-1	-3	-15	-6	-2	0	2	0.3
CC(C)OCCCn1c(SC(C)C(=O)NC2CC2)nc2ccccc2c1=O (centres undefined)	-9	14	26	20	-1	7	22	0.5
CC(=O)c1cccc(S(=O)(=O)Nc2cccnc2)c1	-1	18	18	0	-5	-8	4	1.0
CC(=O)Nc1nnc(-c2c(-c3ccccc3Cl)noc2C)o1	1	6	-2	-5	2	-9	9	-0.3
Cc1ccc(C(=O)COC(=O)CN2C(=O)C3C4CCC(C4)C3C2=O)cc1C (centres undefined)	-7	11	-3	24	-3	20	8	3.9
COCCN(C(=O)COC(=O)C1CC1)c1c(N)n(Cc2ccccc2)c(=O)[nH]c1=O	-3	2	18	-9	-1	12	22	2.2
CN(C)S(=O)(=O)c1cccc(NC(=O)c2cccc(N3C(=O)CCC3=O)c2)c1	9	-3	21	9	0	14	26	2.6

Among those listed so far, these contain a nitro group on carbon.
SMILES	APJ agonist	697 NFkB inh	Mdm2 MdmX PPI	tim23-1 inh	UPR XBP1 act	Jurkat NFkB inh	APJ antag	CHOP UPR activ
O=C(NCc1ccco1)C1CCN(c2ccc(S(=O)(=O)N3CCOCC3)cc2[N+](=O)[O-])CC1	-2	-6	8	6	1	-8	4	0.0
O=C(COc1ccc(/C=N/NC(=O)c2ccccc2)cc1)Nc1ccc([N+](=O)[O-])cc1	-1	-3	-15	-6	-2	0	2	0.3

Going on with the list:
SMILES	APJ agonist	697 NFkB inh	Mdm2 MdmX PPI	tim23-1 inh	UPR XBP1 act	Jurkat NFkB inh	APJ antag	CHOP UPR activ
Cc1ccccc1Nc1ccc(S(=O)(=O)N2CCOCC2)cc1[N+](=O)[O-]	-3	3	22	23	-1	6	3	2.8
O=C(CSCc1ccc(F)cc1)Nc1nc2c(s1)CCCC2	1	-6	5	56*	-3	-8	18	0.4
O=C(Cn1c(-c2ccccc2)noc1=O)Nc1ccc(N2CCCCCC2)cc1	1	27	-2	51*	5	16	-24	0.9
O=C(COC(=O)c1cccc(Cl)c1)NCc1ccccc1	-5	10	21	6	-1	-9	-9	1.1
CCCOC(=O)C1[C@H]2C(=O)N(CCCOC)C[C@]23C=C[C@H]1O3 (some centres undefined)	-5	5	-9	6	-1	3	-4	-1.5
CC(=O)c1ccc(N2CCN(C(=O)CN3C(=O)NC4(CCCCC4)C3=O)CC2)c(F)c1	-1	9	-9	3	-3	-14	0	1.9
Oc1ccc(N2CCN(CC(O)c3ccccc3)CC2)cc1 (centres undefined)	4	-15	13	-12	0	0	-7	2.3
CCn1cc(C(=O)NC2CCCCC2C)c(=O)c2ccc(C)nc21 (centres undefined)	2	9	5	20	-1	-3	1	7.8
O=C1CC(Cc2ccccc2)C(=O)N1Cc1ccco1 (centres undefined)	-3	3	1	11	-1	1	2	-5.5
COc1ccc(/C=C/C(=O)O)cc1S(=O)(=O)NCc1cccnc1	0	-4	7	-1	-5	5	-8	-2.4
CCOC(=O)c1ccc(NC(=O)Nc2cc(C)cc(C)n2)cc1	-1	-3	50*	-9	4	-3	-1	-1.9
Cc1cc(OCCOCCN(C)CCO)cc(C)c1Cl	0	-13	15	-6	0	-22	3	-0.2
CCOC(=O)/C(C#N)=C(\O)c1ccc(NC(=O)c2ccc([N+](=O)[O-])cc2)cc1	2	-6	6	18	-5	9	-5	-0.9
COC(=O)COc1cc(OCC(=O)OC)c2c(-c3ccccc3)cc(=O)oc2c1	1	12	-8	12	-2	4	7	2.8
COc1ccccc1NC(=O)NC1(C(=O)N2CCCCCC2)CCCCC1	-4	6	-6	12	-4	-18	0	-1.4
CCS(=O)(=O)N1CCC(C(=O)Nc2ccc3c(c2)CCC3)CC1	-2	-39	-17	6	-1	-34	12	4.8
COc1ccc2c(c1)-c1ccccc1S(=O)(=O)N2C	-4	-5	8	8	-1	5	17	0.2
O=C(Nc1ccccc1Br)C1CC(=O)N(c2ccc3c4c(cccc24)CC3)C1 (centres undefined)	0	-5	50*	30	1	48	5	-1.8
O=C(O)c1cccc(COc2ccc3c(c2)CCC3)c1	-1	61*	68*	22	-8	70*	9	-11
C/C(=N\NC(=O)CSCc1ccc(Cl)cc1)c1ccc(NC(=O)c2ccccc2)cc1	2	-7	33	-12	14	-19	-26	5.5
CC(C)NC(=O)c1ccc2c(=O)n(C3CCCC3)c(=S)[nH]c2c1	1	11	-42	-5	0	-10	-4	0.7

Five entries out of the list, sorted by length of the SMILES, lowest first.
SMILES	APJ agonist	697 NFkB inh	Mdm2 MdmX PPI	tim23-1 inh	UPR XBP1 act	Jurkat NFkB inh	APJ antag	CHOP UPR activ
COc1ccc2c(c1)-c1ccccc1S(=O)(=O)N2C	-4	-5	8	8	-1	5	17	0.2
O=C(CSCc1ccc(F)cc1)Nc1nc2c(s1)CCCC2	1	-6	5	56*	-3	-8	18	0.4
CCS(=O)(=O)N1CCC(C(=O)Nc2ccc3c(c2)CCC3)CC1	-2	-39	-17	6	-1	-34	12	4.8
Cc1ccccc1Nc1ccc(S(=O)(=O)N2CCOCC2)cc1[N+](=O)[O-]	-3	3	22	23	-1	6	3	2.8
CCOC(=O)/C(C#N)=C(\O)c1ccc(NC(=O)c2ccc([N+](=O)[O-])cc2)cc1	2	-6	6	18	-5	9	-5	-0.9
